Screening results deposited in PubChem by several laboratories.
M1 agonist: M1 muscarinic receptor agonism; B-score at 10 µM; actives 3% (n = 64,000); CHO-M1 cells, Fluo-4 calcium fluorescence, agonist mode; stronger effect = higher value;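 active means fluorescence rise, raw or as B-score row- and column-corrected plate score, outside the 99.7% band of its plate's samples, either direction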
Hsp90 inh: displaces geldanamycin probe from tumor Hsp90. AID 429. actives 0.35% (n = 64,000). NCI-N417 lysate Hsp90, Cy3B-geldanamycin FP displacement. P07900. inhibition, % at 30 µM;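 active means inhibition above 50%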;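 further: 0% = tracer plus lysate wells and 100% = tracer alone without lysate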
5HT1a ag: activates the human 5-HT1a serotonin receptor | actives 0.56% (n = 65,000) | AID 567 | P08908 | activation, % at 10 µM | CHO 5-HT1a Ga15 NFAT-bla reporter, FRET ratio; 0% basal, 100% maximal reference agonist;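 active means activation above the screen-wide mean activation plus 3 SD, cut at about 19% in these data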;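 further: 0% = DMSO wells and 100% = 5-CT at EC100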
Ec RNAP inh: Escherichia coli RNA polymerase inhibition; actives 0.2% (n = 62,000); inhibition, %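 (tested at 10 µM)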; P0A8V2; AID 559; E. coli RNA polymerase, fluorescence transcription assay; in the data active means inhibition above about 20%;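 further: 0% = enzyme without compound and 100% = no enzyme blank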
Target sequence (P0A8V2 whole entry, looked up): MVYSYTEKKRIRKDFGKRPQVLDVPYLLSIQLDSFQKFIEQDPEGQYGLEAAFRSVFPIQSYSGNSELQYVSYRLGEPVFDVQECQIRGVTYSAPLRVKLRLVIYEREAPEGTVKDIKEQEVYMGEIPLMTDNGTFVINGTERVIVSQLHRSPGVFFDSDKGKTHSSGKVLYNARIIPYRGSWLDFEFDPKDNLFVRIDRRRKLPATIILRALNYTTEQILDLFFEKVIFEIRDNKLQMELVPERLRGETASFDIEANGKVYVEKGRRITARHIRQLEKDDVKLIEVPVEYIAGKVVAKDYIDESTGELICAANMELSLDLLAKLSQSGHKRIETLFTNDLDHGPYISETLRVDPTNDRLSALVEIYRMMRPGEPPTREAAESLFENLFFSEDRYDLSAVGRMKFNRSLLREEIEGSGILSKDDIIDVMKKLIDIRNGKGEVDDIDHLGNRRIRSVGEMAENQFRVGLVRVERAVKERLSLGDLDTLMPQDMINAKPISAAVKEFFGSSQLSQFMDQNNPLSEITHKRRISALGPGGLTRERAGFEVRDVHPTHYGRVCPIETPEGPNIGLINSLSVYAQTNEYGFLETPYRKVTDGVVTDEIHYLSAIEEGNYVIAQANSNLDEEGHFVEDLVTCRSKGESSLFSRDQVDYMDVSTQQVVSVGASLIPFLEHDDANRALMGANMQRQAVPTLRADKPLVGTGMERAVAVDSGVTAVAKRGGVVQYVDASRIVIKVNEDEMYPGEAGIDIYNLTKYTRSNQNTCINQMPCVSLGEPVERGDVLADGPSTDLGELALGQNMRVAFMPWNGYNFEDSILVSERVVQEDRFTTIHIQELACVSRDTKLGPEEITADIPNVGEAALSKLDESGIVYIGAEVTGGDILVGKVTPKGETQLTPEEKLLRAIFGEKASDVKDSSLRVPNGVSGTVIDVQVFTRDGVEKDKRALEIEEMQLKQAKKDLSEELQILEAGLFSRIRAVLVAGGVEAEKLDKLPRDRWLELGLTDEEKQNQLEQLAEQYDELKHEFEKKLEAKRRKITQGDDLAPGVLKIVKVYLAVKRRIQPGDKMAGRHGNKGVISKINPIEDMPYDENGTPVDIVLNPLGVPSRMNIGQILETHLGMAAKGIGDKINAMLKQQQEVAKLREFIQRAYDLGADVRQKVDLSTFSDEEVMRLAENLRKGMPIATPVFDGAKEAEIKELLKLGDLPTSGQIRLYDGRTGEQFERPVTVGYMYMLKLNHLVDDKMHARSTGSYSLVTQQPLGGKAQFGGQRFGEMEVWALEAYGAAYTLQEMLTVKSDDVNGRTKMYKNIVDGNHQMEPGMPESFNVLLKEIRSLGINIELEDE
Fluor 339 460: intrinsic fluorescence of library compounds, ex339/em460 – biochemical, MLSMR library, data from DPM-DC assay, artefact control, profiling panel. fluorescence fold increase at 10 µM. actives 5.5% (n = 65,000). compound autofluorescence, ex339/em460 nm, NADH buffer; stronger effect = higher value; 1 = no-compound wells, NADH background. AID 709;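 active means at 10 µM, mean starting fluorescence two-fold or more over control wells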;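 further: signal is the first read of a kinetic run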
HER2 expr 66K: lowers expression of human Her2 kinase; P04626; SKBR-3 HER2 protein level, AlphaScreen, 18-24 h; stronger effect = lower value; HER2 level % of control, % at 10 µM; actives 0.69% (n = 65,000); AID 645;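 active means HER2 level under 5% of the carrier-only control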;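 further: 100% = DMSO carrier and 0% = 500 nM PU-H71 HSP90 inhibitor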
NADH enzymes: inhibitors of enzymes used to reach an NAD/NADH endpoint; actives 0.02% (n = 65,000); AID 774; coupled PK/LDH NADH assays, four targets; IC50, µM (series often up to 10 µM), without a hit: at the top dose inhibition;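 active means single-dose screening hits from any of four coupled enzyme assays that gave an IC50 when retested across doses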;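 further: the DPM-DC format reads NADH fluorescence rather than 340 nm absorbance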
M1 antagonist: blocks the rat M1 muscarinic receptor response to acetylcholine; P08482; CHO-M1 cells, Fluo-4 calcium, ACh EC80 antagonist mode; stronger effect = lower value; B-score at 10 µM; actives 3.4% (n = 64,000);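 active means calcium fluorescence response, raw or row-and-column corrected B-score, differing from the plate sample mean either way at a set confidence level, mostly lower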
D1 mod: D1 dopamine receptor (human) allosteric modulation. B-score at 10 µM. AID 641. HEK293 D1, CRE-luciferase, dopamine EC30 potentiation; actives deviate in either direction. actives 5.9% (n = 58,000). P21728;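 active means luminescence count or its row- and column-corrected plate score outside the 99.7% band of the plate's sample wells, on either side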
Numbers without * were called inactive; / = no result given; [ ] = dose if it differs, or a comment.

SMILES	M1 agonist	Hsp90 inh	5HT1a ag	Ec RNAP inh	Fluor 339 460	HER2 expr 66K	NADH enzymes	M1 antagonist	D1 mod
CCOC(=O)c1[nH]c2ccc(OC)cc2c1NS(=O)(=O)c1ccc(OC)cc1OC	/	-8	0.5	6	1.7	91	3%	/	-0.66
NS(=O)(=O)c1ccc(NC(=O)CSc2nnc(-c3cnccn3)n2-c2ccccc2)cc1	0.043	-1	1.2	7	1.1	109	2%	0.29	0.2
N#Cc1nc(-c2ccc(OCc3ccccc3)cc2)oc1NCCN1CCOCC1	0.22	2	-2.0	7	3.9*	106	4%[fluoresces]	-0.52	1.8
CC(=O)Nc1ccc(S(=O)(=O)N2CCN(c3ccc(C)c(Cl)c3)CC2)cc1	0.006	-3	-0.9	9	1.1	81	0%	0.59	-0.38
O=C(CSc1nc2ccc(Cl)cc2[nH]1)NCc1ccco1	3.1*	-1	0.7	-8	0.99	89	3%	-0.37	0.73
Cc1nc2nc(COc3ccccc3)[nH]n2c(=O)c1Cl	-0.5	-1	0.8	14	0.91	71	10%	0.5	/
COC(=O)C1=C(C)N(C)C(C)=C(C(=O)OC)C1c1ccncc1	0.31	-3	-0.6	6	1.1	93	8%	-0.088	0.3
CCOc1ccc(C2CC(c3ccc(OC)cc3)n3ncnc3N2)cc1 (centres undefined)	0.33	0	-2.4	4	1.1	91	6%	0.11	-1.4
O=S1(=O)CC(O)C(NCc2ccco2)C1 (centres undefined)	0.28	0	-0.8	4	1.1	160	7%	1.3	1.9
CCCCn1nc(NC(=O)c2cccs2)c2cc3cc(OC)ccc3nc21	6.4*	-11	22*	2	3.6*	40	7%[fluoresces]	0.39	-1.2
O=S(=O)(NCc1ccc(Cl)cc1)c1cnc[nH]1	-0.0046	0	-2.3	6	1	183	4%	-0.37	0.27
O=C(CCNS(=O)(=O)c1cccc2nsnc12)Nc1ccc2c(c1)OCCO2	-0.0029	0	-0.9	6	1	95	1%	-0.14	-0.62
O=C(Nc1cc(C(F)(F)F)ccc1N1CCCCC1)c1ccco1	0.42	-1	0.4	5	1.1	109	7%	1.4	-0.4
O=C(NC1CSC/C1=N\O)c1ccccc1 (centres undefined)	-0.024	-3	-0.4	8	1.1	106	4%	-0.68	-0.049
CC(C)C[C@H](N)c1nnc(S(=O)(=O)Cc2cccc(F)c2)o1	/	0	-0.7	/	1.1	74	5%	/	-0.16
COCc1nnc(N)s1	-1.5	-3	-2.3	8	1.1	111	7%	-0.67	-0.053
CCC(=O)Nc1ccccc1-c1nnn(CC(=O)N2c3ccccc3CC2C)n1 (centres undefined)	-0.81	-1	-2.5	3	1.2	48	6%	-1.3	-0.65
O=C(NCc1ccccn1)c1ccc(COc2ccc(Cl)cc2)o1	-0.62	-2	0.8	7	1.1	69	3%	-0.069	-0.07
Cc1cc(C)n(-c2nc3ccccc3n3cnnc23)n1	0.02	0	0.9	2	1.1	112	8%	-0.6	0.58
CC(C)C(c1nnnn1Cc1cccs1)N1CCN(c2ccccc2)CC1 (centres undefined)	-0.55	-2	-1.5	2	1.1	105	4%	0.21	-0.79
CN1C(=O)CCC1(O)c1ccccc1 (centres undefined)	0.72	-2	-1.2	6	1	85	2%	-0.38	-0.6
CCC(=O)N1CCc2cc(S(=O)(=O)CCC(=O)Nc3ccc(C)c(F)c3)ccc21	-1.1	1	-3.8	7	1.1	169	3%	-1.6	-0.54
Cc1ccc(Cl)cc1N1CCN(C(=O)COc2ccc(S(=O)(=O)NC(C)C)cc2)CC1	0.06	-2	1.8	7	1.1	29	5%	0.31	-3.5
COc1ccc(OC)c(NC(=O)CSc2nnc(Cc3cccn3C)n2CCc2ccccc2)c1	-0.27	-1	-1.9	-3	1	101	10%	0.83	0.28
C=CCn1c(SCC(=O)Nc2c(C)cccc2C)nnc1-c1cnccn1	0.41	-6	-4.0	7	1.1	105	5%	-0.35	0.55
Cc1cc2nc3c(c(=O)n2[nH]1)CCCC3	0.71	/	-4.2	-1	1.2	78	6%	-1	0.064
COc1ccc(/C=N/n2cnnc2SCc2ccc(OC)cc2)cc1	-0.49	-2	0.4	10	1.1	87	0%	0.88	0.0014
Cc1onc(-c2ccccc2Cl)c1C(=O)Nc1cnn(Cc2ccccc2)c1	-0.41	1	1.9	-2	1.1	95	1%	-0.36	0.096
COc1ccccc1NC(=O)CN1CCN(CC(=O)Nc2ccc(F)cc2)CC1	1.4	0	-2.2	3	1	108	3%	0.54	0.73
Cc1nnsc1NC(=O)OCC(C)C	0.04	1	-2.6	8	1.1	84	7%	-0.064	-0.67
O=C(c1ccccc1)c1ccc(Oc2ncccn2)cc1	-0.66	-2	-2.9	3	0.98	122	4%	0.28	0.41
CC(=O)c1cccc(N(CC(=O)N2CCCC2)S(C)(=O)=O)c1	-0.029	-2	0.8	-2	1	100	2%	0.31	-0.039
Cc1noc(C)c1S(=O)(=O)N(CC(=O)NCc1ccc2c(c1)OCO2)c1ccc(C(C)C)cc1	0.12	-2	0.9	6	1	60	6%	0.66	-0.19
Cc1cc(OCC(=O)N(C)C)c2c(-c3ccccc3)cc(=O)oc2c1	2.5	-2	1.6	7	1.4	101	13%	-0.18	1.2
O=C(CSc1nc2c(c(=O)n1-c1ccc(Cl)cc1)SCC2)N1CCOCC1	0.7	-2	1.3	6	1.1	95	3%	-0.013	-0.21
CC12CC(NC(=O)N1c1cccc(C(=O)N3CCN(c4ccccc4)CC3)c1)c1ccccc1O2 (centres undefined)	0	1	2.2	3	1	75	6%	-0.00056	/
CCN(CC)c1ccc(NC(=O)c2cncc(Br)c2)cc1	0.65	-3	-1.8	5	1	96	0%	-0.36	-1
COc1cc(OC)cc(-c2cc3nc(C)c(CCC(=O)NC(C)CCc4ccco4)c(C)n3n2)c1 (centres undefined)	0.36	-2	-1.9	0	1.8	100	3%	0.74	0.25
O=C(Nc1nc2ccccc2[nH]1)c1ccccc1F	-0.82	1	-2.0	-3	1.1	69	5%	0.19	-7.9*
Cc1nnc(NC(=O)NC(C)N2C(=O)C3C4C=CC(C4)C3C2=O)s1 (centres undefined)	0.96	-3	-3.2	-2	1.1	88	5%	-0.69	-0.51
COc1ccc(NC(=O)CN2CCN(S(=O)(=O)c3ccc(Cl)cc3)CC2)cc1	0.55	-7	-0.1	4	1	158	3%	0.4	0.42
CC(C)Nc1nc(-c2ccccc2)nc(-n2ccnc2)n1	6.9e-05	5	-1.8	2	1.1	57	4%	0.41	11*
COc1ccc2c(c1)Cc1sc(NC(C)=O)nc1-2	-0.45	-6	-2.0	6	1.2	120	0%	0.41	-1.2
COc1ccc(-c2cc(C(=O)NCc3ccccc3)no2)cc1OC	0.69	1	-5.4	4	1.1	90	4%	0.04	4.6*
CCOc1ccccc1NS(=O)(=O)c1ccc(Br)s1	0.14	-2	-0.8	7	1.1	104	3%	-0.12	0.78
Cc1ccc2nc(-c3cccc(S(=O)(=O)N(C)C)c3)cn2c1	1.5	1	-0.5	10	1.7	76	2%	-1.3	-1.2
COc1cc(C(N)=O)cc(Br)c1OC	0.048	-4	-2.5	9	1.1	99	9%	0.088	-0.28
CC(C)NC(=O)c1ccc(-c2ccccc2C(F)(F)F)o1	-0.67	4	-1.6	1	1.1	/	5%	0	0.89
CN1C(=O)C(O)(CC(=O)c2ccc3c(c2)OCO3)c2ccccc21 (centres undefined)	0.0086	-4	-4.3	1	1.1	168	1%	0.076	0.048
CCOC(=O)c1c(P(=O)(N2CCOCC2)N2CCOCC2)noc1N	0.86	0	-0.2	9	1	88	5%	0.58	/
CCOc1cccc2c1OC1(C)CC2NC(=O)N1c1cccc(Cl)c1 (centres undefined)	0.09	/	0.6	4	1.1	162	5%	-0.06	-0.11
COc1c(F)c(F)c(-c2csc(N)n2)c(F)c1F	-0.022	-7	0.7	0	1.2	99	0%	-0.16	2.3
CCn1cc(C(=O)NCc2cccs2)c(=O)c2cc(S(=O)(=O)N3CCOCC3)ccc21	0.17	0	-2.5	0	1.2	121	4%	-0.31	0.79
CCOC(=O)N1CCN(Cc2cc(=O)oc3cc4c(cc23)CCC4)CC1	-0.021	-8	-0.1	3	1.3	105	10%	0.019	/
CC(C)OCCCNC(=O)c1ccncc1	0.29	-16	-2.8	/	1.1	104	7%	0.15	-0.14
CN(c1ccccc1C(=O)Nc1cccc(C(F)(F)F)c1)S(C)(=O)=O	0.43	-7	-2.2	5	1.1	138	5%	-0.71	-1.3
CC1Cc2ccccc2N1Cc1cc(=O)n2ccsc2n1 (centres undefined)	1.1	-3	2.9	6	1.1	92	3%	-0.11	0.55
O=C(O)c1ccc(Cn2cc(Cl)cn2)cc1	-0.17	3	-1.9	13	1.2	132	7%	-0.49	0.45
NC(=O)C1CCN(C(=O)CN2CCc3ccccc32)CC1	-0.13	-7	-1.2	1	1.2	75	2%	0.58	0.72
O=C1C2=C(SCCS2)C(=O)N1CCCO	7.9*	-5	-6.1	4	1.1	1.1*	11%	0.1	-1.4

Single records, as listed above. Order of values: M1 agonist, Hsp90 inh, 5HT1a ag, Ec RNAP inh, Fluor 339 460, HER2 expr 66K, NADH enzymes, M1 antagonist, D1 mod
COc1ccc(NC(=O)CN2CCN(S(=O)(=O)c3ccc(Cl)cc3)CC2)cc1 as listed: 0.55, -7, -0.1, 4, 1, 158, 3%, 0.4, 0.42
CCn1cc(C(=O)NCc2cccs2)c(=O)c2cc(S(=O)(=O)N3CCOCC3)ccc21 as listed: 0.17, 0, -2.5, 0, 1.2, 121, 4%, -0.31, 0.79
O=C(O)c1ccc(Cn2cc(Cl)cn2)cc1 as listed: -0.17, 3, -1.9, 13, 1.2, 132, 7%, -0.49, 0.45
CN(c1ccccc1C(=O)Nc1cccc(C(F)(F)F)c1)S(C)(=O)=O as listed: 0.43, -7, -2.2, 5, 1.1, 138, 5%, -0.71, -1.3

Further records:
SMILES	M1 agonist	Hsp90 inh	5HT1a ag	Ec RNAP inh	Fluor 339 460	HER2 expr 66K	NADH enzymes	M1 antagonist	D1 mod
O=C(OCCCc1ccncc1)c1ccc(S(=O)(=O)N2CCOCC2)cc1	-1.4	3	-2.8	8	1	58	6%	-0.97	0.26
Cc1cc(C)n(-c2cc(=O)n(C)c(=O)n2C)n1	-0.26	/	-0.5	-3	1	52	0%	-0.41	0.44
CCc1nc(SCC(=O)Nc2cccc(C(F)(F)F)c2)c2c(=O)n(C)c(=O)n(C)c2n1	-1.2	-2	-0.1	3	1.2	66	2%	-0.091	/
O=C(Nc1ccc2c(c1)OCO2)c1c(F)cccc1F	-0.0033	43	-1.0	2	1.1	89	7%	0.54	-0.28
COc1cc2c(cc1OC)CN(C(=O)c1ccccc1C(=O)O)CC2	-0.6	-7	-2.7	3	1.5	94	6%	-0.83	0.17
Cc1ccc(C(C(=O)NC2CCCCC2)N(C(=O)c2csnn2)C2CCCC2)o1 (centres undefined)	1.3	-4	-3.1	0	0.99	93	2%	0.96	0.87
CCOc1ccc2nc(-c3ccccc3)[nH]c2c1	0.015	-1	0.9	1	4*	60	7%[fluoresces]	0.085	-2.1
Cc1cn2c(-c3ccncc3)nnc2s1	-0.37	-1	-0.2	11	1	118	2%	-0.61	-0.72
Cc1cccc(C(=O)OCc2cc3ccccc3[nH]c2=O)c1	-0.12	-2	7.8	13	1.2	115	6%	0.46	0.5
Cc1ccc(S(=O)(=O)N2CCN(C(=O)CCC(=O)N3CCc4ccccc43)CC2)cc1	1.1	/	-1.1	0	1.1	70	3%	-3.3*	-0.33
O=C(Nc1ccc2c(c1)OCO2)c1noc2c1CCCCC2	0.057	3	-1.7	7	1	92	1%	-4*	-4.4*
O=C(Nc1nccs1)C1CCCN(S(=O)(=O)c2cccc3cccnc23)C1 (centres undefined)	3.8	-1	-0.1	9	1.1	97	1%	-0.46	0.8
COc1ccccc1C(c1nnnn1C1CCCC1)N1CCN2CCCC2C1 (centres undefined)	0.93	-3	2.2	8	1.1	131	6%	-3.8*	/
